Mcl1-Noxa inh: disrupts binding of human Mcl-1 to Noxa peptide; hit rate 1.5% among 220,000; TR-FRET Mcl-1/Noxa peptide binding, 2 h; AID 1022; inhibition, % at 21.7 µM;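 active means compounds that cut the protein-peptide binding signal by more than 50% relative to plate controls in a single-dose test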;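 further: His-tagged Mcl-1 with rhodamine Noxa BH3 peptide and terbium anti-His antibody; 0% = Mcl-1 plus Noxa peptide wells and 100% = peptide-only wells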
Target sequence (Q07820 whole entry, looked up): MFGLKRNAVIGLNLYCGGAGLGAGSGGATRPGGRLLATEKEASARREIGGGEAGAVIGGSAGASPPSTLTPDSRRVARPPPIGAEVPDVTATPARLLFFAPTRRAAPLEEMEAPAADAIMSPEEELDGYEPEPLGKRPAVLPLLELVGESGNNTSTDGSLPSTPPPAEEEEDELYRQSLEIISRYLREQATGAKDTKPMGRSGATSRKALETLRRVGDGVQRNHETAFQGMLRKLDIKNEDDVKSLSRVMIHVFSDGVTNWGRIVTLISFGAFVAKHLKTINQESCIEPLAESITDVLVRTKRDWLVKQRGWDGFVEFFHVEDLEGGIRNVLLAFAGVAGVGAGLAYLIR
Avidin bead fluor: compound fluoresces at 488/530 nm on avidin beads | compound fluorescence 488/530 nm, flow cytometry; active compounds read high | fluorescence (KMESF) at 10 µM | hit rate 0.38% among 220,000; in the data active means fluorescence above about 47; further: inactives centre near 10
Pf gamet viab: P. falciparum stage V gametocyte viability inhibition. P. falciparum stage V gametocytes, ATP luminescence, 24 h. inhibition, % at 10.9 µM. hit rate 0.065% among 150,000. AID 743093;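 active means inhibition above the mean plus 3 SD of compounds within the control limits, set per campaign, cut at about 38% in these data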;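 further: 0% = DMSO wells and 100% = medium only without gametocytes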
Mcl1 Bid PPI: disrupts binding of human Mcl-1 to Bid peptide; Q07820; TR-FRET Mcl-1/Bid-Dy647 peptide binding, 1536-well; inhibition, % at 21.7 µM; hit rate 0.97% among 220,000; AID 1021;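 active means compounds that cut the binding signal by more than half at the single screening dose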;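 further: His-tagged Mcl-1 with europium anti-His antibody binding Bid BH3 peptide; 0% = Mcl-1 plus peptide wells and 100% = peptide-only wells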
Active calls of the source: *; & = joins results of further samples. Not all compounds are listed; rates above refer to the full screens.

entry	Compound	Mcl1-Noxa inh	Avidin bead fluor	Pf gamet viab	Mcl1 Bid PPI
1	COc1cc(/C=N/n2c(-c3cc(C)[nH]n3)n[nH]c2=S)cc(OC)c1O	18	7	10	-34
2	CCOC(=O)NNc1cc(C(F)(F)F)ccn1	-6	7	-6	0
3	COc1ccc(CC(=O)NNC2=Nc3cccc4cccc2c34)cc1OC	10	7	1	-50
4	NC(=O)c1c(/N=C/c2cccs2)sc2c1CCCC2	-1	3	4	-40
5	O=C(N/N=C/c1ccncc1)NC12CC3CC(CC(C3)C1)C2	6	8	16	4
6	CN(c1ccccc1)S(=O)(=O)c1ccc(C(=O)OCC(=O)NC(N)=O)cc1	19	13	-14	-12
7	COc1c(Br)cc([N+](=O)[O-])c(OC)c1C(=O)NC(=O)Nc1nc(C)cc(C)n1	-2	6	6	-9
8	COC(=O)/C=C1/SC(=Nc2ccc(Cl)c(Cl)c2)NC1=O	42	7	-8	-9
9	O=C(C[n+]1cc(-c2ccc(Cl)c(Cl)c2)n2c1CCC2)c1cccs1	-3	8	-6	-29
10	C=C1CN(CC(=O)OC)S(=O)(=O)c2ccccc21	-4	7	3	-67
11	CCOC(=O)c1nc2sc3c(c2c(=O)[nH]1)CCC(C)C3 (stereo unspecified)	-2	7	-18	-9
12	Cc1cc(C)c(C(=O)COC(=O)c2ccc(NC(=O)CC#N)cc2)cc1C	18	10	5	-73
13	Cc1nn(-c2ccccc2)nc1C(=O)c1c(C)[nH]n(-c2ccccc2)c1=O	-10	7	4	-13
14	CCOC(=O)C1CCN(c2c(NCCC(C)C)c(=O)c2=O)CC1	12	4	1	-16
15	C=CCC1(CC=C)CCCN1Cc1nc(COc2ccccc2)no1	15	6	7	-53
16	c1ccc(CN2CCOCCOCCOCC2)cc1	3	9	23	12
17	Cc1ccccc1C(=O)N1CCN(C(c2ccccc2)c2ccccc2)CC1	2	3	12	6
18	Cc1nccn1CC(=O)N/N=C/c1c[nH]c2ccccc12	-17	6	-24	-28
19	O=c1c2c3c(sc2nc(NCCOCCO)n1Cc1ccco1)CCCCC3	-13	1	-3	-44
20	Cc1c(C(=O)O)cc(C(C)(C)C)n1CCSCCO	-3	3	-12	-42
21	COc1ccccc1C(C[N+](=O)[O-])c1c(N)n(C)c(=O)n(C)c1=O (stereo unspecified)	11	7	16	-41
22	CC(=O)c1csc(COc2ccccc2)n1	9	5	9	-7
23	Cc1cc(C)c2cc(C(=O)N3CCC(Cc4ccccc4)CC3)[nH]c2c1	-32	7	14	0
24	COc1ccc(C2c3ccc4ccccc4c3Oc3ncn(CCN4CCOCC4)c(=N)c32)cc1OC (stereo unspecified)	0	11	-6	9
25	COC(=O)c1c(NS(=O)(=O)c2ccccc2)csc1C	-2	6	-2	-7
26	Cc1cc(C(=O)NN=C2CCCCCC2)c(C)o1	11	8	-20	-97
27	O=C(CSc1nnc(-c2ccccc2)n1-c1ccc(Cl)cc1)N/N=C/c1ccccc1C(=O)O	3	7	-15	-6
28	COc1ccc(C(=O)N/N=C\c2coc3ccccc3c2=O)cc1	15	6	13	-12
29	CC(C)Cn1c(S(=O)(=O)O)nc2ccccc21	8	7	12	-33
30	COc1ccc2nc3ccccc3nc2c1N	55*	10	-19	-86

In a second layout: results already given
23: Cc1cc(C)c2cc(C(=O)N3CCC(Cc4ccccc4)CC3)[nH]c2c1
24: COc1ccc(C2c3ccc4ccccc4c3Oc3ncn(CCN4CCOCC4)c(=N)c32)cc1OC (stereo unspecified)
25: COC(=O)c1c(NS(=O)(=O)c2ccccc2)csc1C

| Screen / compound no. | 23 | 24 | 25 |
| --- | --- | --- | --- |
| Mcl1-Noxa inh | -32 | 0 | -2 |
| Avidin bead fluor | 7 | 11 | 6 |
| Pf gamet viab | 14 | -6 | -2 |
| Mcl1 Bid PPI | 0 | 9 | -7 |

The list goes on:
entry	Compound	Mcl1-Noxa inh	Avidin bead fluor	Pf gamet viab	Mcl1 Bid PPI
31	O=C(Nc1cccc(F)c1)N1CCC(n2c(=O)[nH]c3ccccc32)CC1	-5	6	-7	-15
32	Cn1c(SCC(=O)c2ccc(O)c(O)c2)nnc1-c1cccs1	24	3	-3	-23
33	Fc1ccc(SCCc2ccccn2)cc1	2&15	3&8	11&-33	-11&11
34	C/C(=N\NC(=O)Cn1nc(C)c([N+](=O)[O-])c1C)c1ccc(Cl)s1	21	7	0	-21
35	CS/C(=C\C(=O)c1ccco1)Nc1ccccc1Cl	24	7	-8	-24
36	COc1cc(C2C(C#N)=C(SC)NC3=C2C(=O)CCC3)ccc1O (stereo unspecified)	2	8	-4	-62
37	COc1ccc2c(c1)nc(NCCCO)n2Cc1ccccc1	1	7	-17	-55
38	Cc1oc(-c2ccccc2)cc1C(=O)NCc1ccncc1	6	6	-1	-8
39	Cc1cccc(-c2noc(-c3ccno3)n2)c1	-18	7	-13	-20
40	Cc1ccccc1NC(=O)CC1SC(=Nc2ccc(O)cc2)NC1=O (stereo unspecified)	13	5	9	-1
41	CC1Cc2ccccc2N1S(=O)(=O)c1cccc(C(=O)OCC(=O)NCc2ccco2)c1 (stereo unspecified)	-2	6	7	-8
42	COC(=O)c1ccc2c(=O)n(CC3CCCO3)c(SCC(=O)Nc3ccc(OC)cc3OC)nc2c1 (stereo unspecified)	-39	7	-5	57*
43	COc1cccc(/C=N/n2cnc3cc(C)c(C)cc32)c1OC	14	6	-23	13
44	CC(=O)Nc1sc2c(c1CN1CCCC1)CCCC2	16	9	-13	-29
45	CCOC(=O)c1ccc(N2C(=O)CC(C)(CC)CC2=O)cc1	-8	8	3	-9
46	CCCCNC(=O)C1CC(c2ccc(C(F)(F)F)cc2)=NO1 (stereo unspecified)	-12	8	-3	-15
47	O=C(N1CCN(CCO)CC1)N1c2ccccc2CCc2ccccc21	18	8	1	-18
48	S=C(NCc1cccnc1)Nc1cc(Cl)cc(Cl)c1	15	3	-19	-18
49	CSC1=NC(C)N2C(SC)=NC(C)N12 (stereo unspecified)	1	6	-10	-14
50	COc1cccc(/C=N/NC(=S)Nc2cccc(S(=O)(=O)N(C)C)c2)c1	-24	6	2	-40
51	Cc1csc2c(=O)sc(NC(=O)c3cccs3)nc12	-16	8	-17	-42
52	Cc1ccc(C(=O)OCC(=O)NC(=O)c2cccn2C)cc1[N+](=O)[O-]	10	6	6	-1
53	BrC(/C=N/N1CCN(Cc2ccccc2)CC1)=C/c1ccccc1	15	8	20	-99
54	Cc1nc2ccccn2c1C(=O)NNC(=S)Nc1ccccc1	19	6	2	-69
55	COc1cc(NS(=O)(=O)c2ccc(NC(=S)NC(=O)c3ccco3)cc2)nc(OC)n1	14	8	11	-91
56	Cc1cccc(Cl)c1NC(=O)N1CCCN(c2ncccc2[N+](=O)[O-])CC1	21	4	-1	-21
57	CC(/C=N/Nc1ccc2nncn2n1)=C\c1ccccc1	-4	6	-2	-21
58	Cc1csc2c(N3CCN(C(=O)Nc4ccc(OC(F)(F)F)cc4)CC3)ncnc12	17	4	-3	9
59	Cc1ccnc(NC(=O)CSc2ccccn2)c1	-1	5	-10	-11
60	CN1C(C(=O)NCc2ccco2)CC2Cn3c(nc4cc(Cl)c(Cl)cc43)C21 (stereo unspecified)	-5	8	-22	-63
61	Clc1ccc(-c2nnc(C3CC3)o2)cc1	-3	7	13	-15
62	O=c1c(-c2ccc([N+](=O)[O-])cc2)coc2c(O)c(O)ccc12	-2	7	-48	-44
63	Cc1ccc(/C=C2/N=C(c3ccccc3)NNC2=O)cc1	0	7	21	-26
64	CC(C)C(=O)NNC(=O)c1csc(-c2cccs2)n1	-11	6	-1	-2
65	CCCCc1nc2sc3c(c2c(=O)n1NC(=O)c1ccco1)CC(C)(C)OC3	2	4	-3	11
66	CN(C)C1=C(Cl)C(=O)N(c2ccc(Cl)c(Cl)c2)C1=O	20	8	-4	-41
67	S=c1[nH]nc(-c2ccn[nH]2)n1-c1ccccc1Cl	18	3	-15	-65
68	CNc1cc(C)nc(N2CCOCC2)n1	-16	9	-14	-12
69	Cc1cc(NCc2ccccn2)n2ncc(-c3ccccc3)c2n1	-10	7	10	-40
70	CCN(CC)c1ccc(N)cc1S(=O)(=O)Nc1ccccc1OC	-4	7	-15	-89
71	Cc1nn(-c2ccccc2)c(C)c1C(=O)NNC(=O)C(F)(F)F	11	5	-3	0
72	O=C(C=C=Nc1ccccc1)C(=O)N=C=Cc1ccccc1	-8	3	-19	-24
73	CN(c1ccc(OCC(=O)NC2=NCCS2)cc1)S(=O)(=O)c1ccc(F)cc1	19	4	-9	5
74	CCN(C(=O)c1cc2c(C)nc3ccccc3c2o1)c1cc(Cl)ccc1OC	-28	7	-19	-40
75	Cc1ccc(NC(=S)N(CCN2CCOCC2)Cc2cc3cc4c(cc3[nH]c2=O)OCCO4)cc1	-5	7	6	-60
76	Cc1nc(-c2ccc(S(=O)(=O)N3CCN(Cc4ccccc4)CC3)s2)cs1	-2	8	-2	-19
77	Cc1cc(F)ccc1NC(=O)C(C)n1c2ccccc2c2nc(=O)cc(C)n21 (stereo unspecified)	7	4	-12	-5
78	COc1ccc(C(=O)NCC(=O)N/N=C/c2c(C)[nH]c3ccccc23)cc1OC	-29	5	16	-57
79	Cc1ccc(CNC(=O)C2CC(c3cc(C(F)(F)F)cc(C(F)(F)F)c3)=NO2)o1 (stereo unspecified)	-7	8	0	-124
80	CC(C)(C)c1ccc(Oc2ccc(N)cn2)cc1	7	6	-9	-30
81	COc1cc(O)c(C(CC(=O)N2CCN(c3ccccc3)CC2)c2ccc(N(C)C)cc2)c(OC)c1 (stereo unspecified)	33	8	-19	-112
82	CC1(C(=O)O)CCC(C(N)=O)C1(C)C (stereo unspecified)	-4	7	3	-21
83	N#CCCN(Cc1ccccc1)C(=S)Nc1ccc(F)cc1	3	3	-23	-40
84	COc1ccc(N=C(C)c2sc3ccccc3c2O)cc1	0	4	-7	-131
85	O=C(C1=NN[C@@H]2C(=O)N(Cc3ccccc3)C(=O)[C@H]12)c1ccc(F)cc1	-16	6	12	-37
86	COc1ccc(-c2[nH]ncc2CN2CCC(O)(c3ccc(Cl)cc3)CC2)cc1	-6	2	7	-3
87	COc1cc(OC)c2c(C)cc(=O)oc2c1C(CCN1CCN(c2ccccc2)CC1)c1ccc2c(c1)OCO2 (stereo unspecified)	9	8	-18	-58
88	NC(=O)COc1cccc(/C=N/NC(=O)c2ccc(-n3cccc3)cc2)c1	15	8	5	-95
89	O=C(COC(=O)c1ccc(O)cc1O)NCCN1C(=O)CSC1=O	-3	7	4	-68
90	CCOC(=O)C1=C(C)Nc2nc3ccccc3n2C1c1ccc(O)cc1 (stereo unspecified)	-1	7	-5	-9

Further structures follow.
entry	Compound	Mcl1-Noxa inh	Avidin bead fluor	Pf gamet viab	Mcl1 Bid PPI
91	COC(C[C@@H](O)C[C@@H](O)COCc1ccccc1)OC	-5	8	7	-15
92	CCN(CC)S(=O)(=O)c1cccc(NC(=O)CCNC(=O)c2ccc([N+](=O)[O-])cc2)c1	4	10	17	-10
93	CC[N+]1(CC)CC2=Cc3c(ccc4ccccc34)C(C)C2C1 (stereo unspecified)	25	7	3	-22
94	COc1ccc(NC(=O)c2cc(C)n(Cc3cccs3)c2C)cc1	-11	3	-4	-63
95	COCCN(C(=O)/C=C/c1cccc([N+](=O)[O-])c1)c1c(N)n(Cc2ccccc2)c(=O)[nH]c1=O	-1	6	-24	-25
96	CN1C(=O)C(CC(=O)Nc2ccc(F)cc2)N(NC(=O)c2cccc(F)c2)C1=S (stereo unspecified)	8	5	-11	-11
97	COCCCn1c(=O)/c(=C\c2ccc(OC(F)F)c(OC)c2)s/c1=C(/C#N)C(=O)NCCOC	-12	8	5	-11
98	NC(=S)N/N=C/c1coc2ccc(Br)cc2c1=O	9	6	5	33
99	O=C(N/N=C/c1cc2ccccc2[nH]1)c1ccccc1Cl	-1	9	22	-65
100	CCN(CCn1cccn1)Cc1cn[nH]c1-c1cccc2ccccc12	-4	6	7	-2
101	O=C(CCN1CCCCC1)N/N=C/c1c[nH]c2ccccc12	-15	9	-15	-28
102	O=C(CC(C(=O)NCc1ccccc1)c1nc2ccccc2c(=O)[nH]1)NCc1ccccc1 (stereo unspecified)	6	4	-6	-1
103	CCCCCc1cc(=O)oc2c(C(CCN3CCCCC3)c3ccc(OC)cc3)c(OC)cc(OC)c12 (stereo unspecified)	8	8	14	-73
104	CC(C)Cc1cc(C(=O)Nc2ccc(Br)cc2)no1	-26	8	16	-11
105	NNC(=O)C(=O)Nc1ccc(O)cc1	0	8	-7	0
106	CC(=O)Nc1ccc(N/C=C2/CCCC2=O)cc1	3	6	9	-62
107	Cc1ccc(/C(O)=C/c2nc3cc(C)ccc3oc2=O)cc1	-13	8	12	-15
108	O=C(Nc1ccc(Cl)cc1)Nc1ccc(N2CCC(C(F)(F)F)CC2)nc1	3	9	-3	-9
109	Cc1cc(C(=O)N/N=C/c2cc(Cl)cc([N+](=O)[O-])c2O)n[nH]1	29	6	-9	-106
110	CC(C)(C)C(=O)O/N=C(\N)c1ccc(Oc2cc(Cl)cc(Cl)c2)c([N+](=O)[O-])c1	-4	10	0	-1
111	CCc1ccc(-n2c(SCC(=O)N3Cc4ccccc4CC3C(=O)O)nnc2-c2ccncc2)cc1 (stereo unspecified)	9	3	-7	-31
112	CC(=O)N/C(N)=N/c1nc(=O)c2ccccc2s1	-1	7	-10	2
113	CC(=O)c1nnn(-c2ccc(Cl)cc2C#N)c1C	-14	6	15	2

Source: PubChem (several laboratories)
